CHO-K1 Ca ag – M1 agonist counterscreen hit in parental CHO-K1 cells | Fluo-8 calcium fluorescence; scaled to maximal ATP response, vehicle zero | activation, % at 3 µM | 360,000 tested, 0.48% active; in the data active = activation above about 15%;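 note: untransfected CHO-K1 host cells lacking M1 receptor as counterscreen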
CHRM1 agonist – human M1 muscarinic receptor agonism; P11229; CHO-K1 hM1, Fluo-8 calcium fluorescence, agonist mode; 0% DMSO, 100% acetylcholine EC100; activation, % at 3 µM; 360,000 tested, 0.33% active;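 active = activation above the run's mean compound activation plus 3 SD, cut at about 16% in these data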;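 note: peak over basal fluorescence ratio within a 140 s kinetic read after compound addition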
CHRM1 antagonist – human CHRM1 antagonism; inhibition, % at 3 µM; AID 588852; 360,000 tested, 1.3% active; P11229; CHO-K1 hM1, Fluo-8 calcium fluorescence, ACh EC80 antagonist;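 active = percent inhibition above its own plate's cutoff, namely the mean of that plate's compound wells plus 3 SD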;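 note: peak over basal fluorescence ratio during 140 s after agonist addition; 0% = ACh EC80 plus DMSO and 100% = DMSO alone without agonist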
TAAR1 antag – antagonists of human TAAR1. Q96RJ0. CHO RD-HGA16 TAAR1, Fluo-8 calcium fluorescence, antagonist. inhibition, % at 3 µM. 360,000 tested, 1.5% active;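 active = inhibition above a per-plate cutoff, the mean inhibition of test compounds on that plate plus 3 SD, cut at about 49% in these data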;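 note: 0% = DMSO plus EC80 beta-PEA response and 100% = DMSO alone without agonist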
Target sequence (Q96RJ0 whole entry, looked up): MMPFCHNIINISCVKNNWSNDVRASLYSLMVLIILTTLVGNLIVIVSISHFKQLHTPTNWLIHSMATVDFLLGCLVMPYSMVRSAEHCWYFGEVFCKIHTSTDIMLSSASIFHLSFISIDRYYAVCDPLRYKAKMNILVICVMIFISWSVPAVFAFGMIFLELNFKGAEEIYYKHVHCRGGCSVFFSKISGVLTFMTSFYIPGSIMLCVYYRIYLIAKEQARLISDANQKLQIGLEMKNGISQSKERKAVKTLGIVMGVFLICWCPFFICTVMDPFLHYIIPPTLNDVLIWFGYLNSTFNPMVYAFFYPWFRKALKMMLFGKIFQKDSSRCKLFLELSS
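Test system – hTAAR1-expressing CHO RD-HGA16 cells, Gα16-coupled · Also added – β-PEA at EC80 concentration, post-compound challenge · Compound – 3 µM, single point · Incubation – dye loading 75 min at 37 °C, then 30 min room temperature · Measured by – Fluo-8 intracellular calcium dye fluorescence, real-time kinetic reads · Benchmarks – vehicle and agonist controls · Replicates – singlicate, one well per test compound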
CHO parental Ca – counter-screen: ATP calcium response change in parental CHO cells. 330,000 tested, 0.63% active. inhibition, % at 5.6 µM. parental CHO-K1, ATP-induced calcium, Fluo-8 fluorescence;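 active = inhibition above that plate's mean sample inhibition plus 3 SD, cut at about 26% in these data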;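 note: 0% = ATP-challenged DMSO wells and 100% = DMSO wells without ATP; some compounds past the cut are filed as inactive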
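Test system: untransfected parental CHO cell line. Compound: one dose, 5.6 µM nominal. Detection: intracellular calcium via Fluo-8 no-wash fluorescent dye. Measure: % inhibition. Benchmarks: ATP-challenged DMSO wells low, unchallenged DMSO wells high.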
TAAR1 ag – human TAAR1 agonism. Q96RJ0. CHO RD-HGA16 TAAR1, Fluo-8 calcium fluorescence; vehicle wells 0%, saturating PEA agonist 100%. activation, % at 3 µM. 360,000 tested, 0.99% active. AID 624467;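 active = activation above the mean activation of all test compounds in the run plus 3 SD, cut at about 38% in these data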
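System: CHO-derived RD-HGA16 cells with stable Gα16 and human TAAR1 / Times: 17-24 h plating, Fluo-8 75 min 37 °C, 30 min RT / Technique: calcium-sensitive Fluo-8 signal, excitation 470-495, emission 515-575 nm / Measure: % activation relative to PEA EC100 response / Benchmarks: DMSO and PEA EC100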
CHO-K1 Ca antag – M1 antagonist counterscreen hit in parental CHO-K1 cells; 360,000 tested, 0.6% active; ATP-induced calcium, Fluo-8 fluorescence; AID 602250; inhibition, % at 3 µM;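 active = inhibition above a per-plate cutoff, the plate's mean sample inhibition plus 3 SD, cut at about 24% in these data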;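 note: 0% = DMSO plus EC80 ATP and 100% = DMSO alone without ATP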
OXTR potentiator – human OXTR potentiation; P30559; CHO-OTR cells, Fluo-8 calcium fluorescence, potentiator mode; 0% = oxytocin EC15, 100% = EC100; activation, % at 3 µM; 320,000 tested, 0.061% active; AID 2445;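 active = activation above that plate's cutoff, the mean activation of tested compounds plus 3 SD, cut at about 6.6% in these data, passing the limit was not always enough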;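 note: 100% uses oxytocin at 75 nM as the full agonist control; some results filed as inactive read as strong as hits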
Target sequence (P30559 whole entry, looked up): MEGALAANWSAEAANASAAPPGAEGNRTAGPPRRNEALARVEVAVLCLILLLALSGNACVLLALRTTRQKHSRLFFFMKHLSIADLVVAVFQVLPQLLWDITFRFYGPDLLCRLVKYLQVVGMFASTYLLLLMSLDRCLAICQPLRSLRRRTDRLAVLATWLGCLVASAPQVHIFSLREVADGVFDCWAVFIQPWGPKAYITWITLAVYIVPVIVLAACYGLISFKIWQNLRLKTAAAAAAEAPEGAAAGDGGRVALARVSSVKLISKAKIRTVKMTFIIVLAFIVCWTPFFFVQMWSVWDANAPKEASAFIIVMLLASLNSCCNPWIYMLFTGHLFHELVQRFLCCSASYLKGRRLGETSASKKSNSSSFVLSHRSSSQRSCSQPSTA
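Measured by – Fluo-8 calcium dye fluorescence · Test system – human OTR in CHO cells · Dosing – one concentration, 3.0 µM compound · Controls – EC15 oxytocin alone as 0%, 75 nM oxytocin as 100% · Evaluation – normalized max/min fluorescence ratio, % activation · Timing – 6 min pre-incubation, 100 s read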
M1 PAM parental – M1 PAM counterscreen hit in parental CHO-K1 cells; 360,000 tested, 0.02% active; activation, % at 3 µM; ATP EC20, Fluo-8 calcium fluorescence; 0% at ATP EC20, 100% at ATP max; AID 602247;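 active = activation above the run cutoff, the mean activation of all test compounds plus 3 SD, cut at about 40% in these data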;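 note: peak over basal fluorescence ratio in a 140 s read after ATP addition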
* marks the source's active call; other numbers are inactive results; / = no result given.

Each structure is followed by: TAAR1 antag	M1 PAM parental	OXTR potentiator	TAAR1 ag	CHO-K1 Ca ag	CHO-K1 Ca antag	CHRM1 agonist	CHRM1 antagonist	CHO parental Ca
> CCc1nc(SCC(=O)Nc2ccccc2OC)n[nH]1
  -19.6	10.1	-7.7	11.8	1.4	-12.8	-0.6	4.4	-4.6
> CCOC(=O)c1c(NC(=O)c2ccc(Br)o2)sc2c1CCCC2
  -2.3	15.2	-1.7	5.0	2.8	-6.9	-6.3	-5.2	-11.6
> CSc1ccccc1NC(=O)COC(=O)Cc1cccs1
  9.4	12.0	-7.7	8.9	1.7	-0.6	-6.0	0.2	2.3
> CCS(=O)(=O)c1nc(S(=O)(=O)c2ccc(C)cc2)c(N2CCN(C)CC2)s1
  -7.6	-10.1	-4.6	1.7	0.6	-16.2	-4.4	1.8	-11.0
> COCCNC(=O)NC(=O)CN1CCCc2ccccc21
  7.8	-6.5	-5.9	2.0	0.3	7.4	-11.2	-0.5	-4.8
> N#C/C(=C\c1ccc(F)c(F)c1)C(=O)NC1CCCCC1
  -7.2	10.9	-3.7	3.2	-0.2	0.3	-0.4	-0.9	-18.5
> Cc1cc(C)c(NC(=O)CNC(=O)c2ccc3c(=O)n4c(nc3c2)CCC4)c(C)c1
  0.2	9.1	-2.9	1.4	1.1	-18.7	-4.4	-16.2	-6.7
> Cc1cc(C(F)F)nn1CC(=O)Nc1cc([N+](=O)[O-])ccc1F
  -0.8	-4.4	-1.1	-3.2	0.0	1.7	-3.3	-7.0	-5.7
> CNc1ccc([N+](=O)[O-])cc1-c1nc2ccccc2[nH]c1=O
  -16.5	-9.0	-2.1	4.9	-0.2	-4.3	-1.3	-17.2	-6.4
> O=C(O)CCCn1cc(NC(=O)c2sc3ccccc3c2Cl)cn1
  -13.4	9.6	-9.4	-1.7	0.4	-2.4	-1.5	-16.4	-6.4

2 of the compounds above, field by field:
> CNc1ccc([N+](=O)[O-])cc1-c1nc2ccccc2[nH]c1=O
  TAAR1 antag: -16.5
  M1 PAM parental: -9.0
  OXTR potentiator: -2.1
  TAAR1 ag: 4.9
  CHO-K1 Ca ag: -0.2
  CHO-K1 Ca antag: -4.3
  CHRM1 agonist: -1.3
  CHRM1 antagonist: -17.2
  CHO parental Ca: -6.4
> O=C(O)CCCn1cc(NC(=O)c2sc3ccccc3c2Cl)cn1
  TAAR1 antag: -13.4
  M1 PAM parental: 9.6
  OXTR potentiator: -9.4
  TAAR1 ag: -1.7
  CHO-K1 Ca ag: 0.4
  CHO-K1 Ca antag: -2.4
  CHRM1 agonist: -1.5
  CHRM1 antagonist: -16.4
  CHO parental Ca: -6.4

(continued)
Each structure is followed by: TAAR1 antag	M1 PAM parental	OXTR potentiator	TAAR1 ag	CHO-K1 Ca ag	CHO-K1 Ca antag	CHRM1 agonist	CHRM1 antagonist	CHO parental Ca
> CCOC(=O)C1CCN(C(c2cc3c(C)ccc(C)c3[nH]c2=O)c2nnnn2C2CCCCC2)CC1 (configuration not stated)
  15.4	7.9	-8.1	13.3	3.5	-3.1	-2.0	22.3	-13.1
> CSc1cccc(N/C(=N/S(=O)(=O)c2ccccc2)NN)c1
  -15.3	12.6	/	5.7	0.6	-0.6	-2.1	-7.6	/
> O=C(COC(=O)c1ccc([N+](=O)[O-])o1)NC1CCCCC1
  18.2	2.7	-4.3	2.5	1.2	-16.5	-3.5	-4.1	-4.3
> COC(=O)C1(C(=O)OC)C/C=C\CN(S(=O)(=O)c2ccccc2[N+](=O)[O-])CCC1
  -2.5	-10.4	/	8.2	7.0	-6.8	/	/	/
> CC(C)CN(C(=O)CN1CCOCC1)c1c(N)n(CC(C)C)c(=O)[nH]c1=O
  11.5	-3.2	-0.1	1.3	4.5	1.5	0.3	10.1	-6.8
> CN1C(=O)CC(C(=O)O)SC1=Nc1cc(Cl)c(O)c(Cl)c1 (configuration not stated)
  -9.1	17.5	-2.2	3.9	0.8	-9.7	-0.8	-6.8	-5.9
> Nc1nc(SCc2ccccc2)ns1
  -9.4	2.2	-8.2	16.6	0.7	-5.8	0.2	-17.7	-20.1
> CC(C)C(NC(=O)c1ccc(F)cc1)C(=O)NC1(C)CCS(=O)(=O)C1 (configuration not stated)
  -13.8	9.3	-5.0	0.7	-0.3	-8.8	-3.5	-5.6	-14.4
> O=C(C1CCN(c2nnnn2-c2ccccc2)CC1)N1CCN(c2ccccc2)CC1
  3.0	20.7	-6.0	2.4	0.6	-3.6	-3.5	-3.7	-2.3
> Cc1ccnc(NS(=O)(=O)c2ccc3ccccc3c2)n1
  /	15.5	-11.6	/	0.3	-8.0	-3.0	-22.4	-8.9

Pulled by structure from the list above (4):
Each structure is followed by: TAAR1 antag	M1 PAM parental	OXTR potentiator	TAAR1 ag	CHO-K1 Ca ag	CHO-K1 Ca antag	CHRM1 agonist	CHRM1 antagonist	CHO parental Ca
> CN1C(=O)CC(C(=O)O)SC1=Nc1cc(Cl)c(O)c(Cl)c1 (configuration not stated)
  -9.1	17.5	-2.2	3.9	0.8	-9.7	-0.8	-6.8	-5.9
> Nc1nc(SCc2ccccc2)ns1
  -9.4	2.2	-8.2	16.6	0.7	-5.8	0.2	-17.7	-20.1
> O=C(COC(=O)c1ccc([N+](=O)[O-])o1)NC1CCCCC1
  18.2	2.7	-4.3	2.5	1.2	-16.5	-3.5	-4.1	-4.3
> CCOC(=O)C1CCN(C(c2cc3c(C)ccc(C)c3[nH]c2=O)c2nnnn2C2CCCCC2)CC1 (configuration not stated)
  15.4	7.9	-8.1	13.3	3.5	-3.1	-2.0	22.3	-13.1

Next entries
Each structure is followed by: TAAR1 antag	M1 PAM parental	OXTR potentiator	TAAR1 ag	CHO-K1 Ca ag	CHO-K1 Ca antag	CHRM1 agonist	CHRM1 antagonist	CHO parental Ca
> O=C(COc1ccccc1O)NNc1ccccc1
  -5.1	3.5	1.9	12.6	0.5	-1.7	-5.9	5.0	-3.9
> COC(=O)c1c(C)[nH]c(C(=O)CN2C(=O)C3CC=CCC3C2=O)c1C (configuration not stated)
  -6.6	22.9	-5.5	6.9	1.8	-5.0	1.7	-15.6	-10.8
> O=C(Cc1cccc(C(F)(F)F)c1)Nc1cccc(S(=O)(=O)N2CCCC2)c1
  -6.0	-18.1	-9.4	-1.0	2.7	-1.9	-3.3	11.4	-11.0
> CSc1nnc(NC(=O)c2nc(S(=O)(=O)Cc3ccccc3F)ncc2Cl)s1
  -11.4	-25.3	-6.9	-0.5	0.0	0.1	-2.1	4.3	-9.8

Source: PubChem (The Scripps Research Institute Molecular Screening Center)
